DDE Tn7 FP inh: inhibitors of Tn7 peptide binding to human fibrin DD(E) | FP displacement of FITC-Tn7 peptide from fibrin DD(E); 0% = median of compound wells per plate | inhibition, % at 8.3 µM | hit rate 0.13% among 370,000 | AID 720508 | P02675;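 active = inhibition above the mean of compounds falling within the control limits plus 3 SD of them, cut at about 14% in these data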;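 also: 0% = plate median of compound wells and 100% = 10 µM Aha-Tn7 peptide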
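Assay system: human fibrin DD(E) protein / Input: 2 µM fibrin DD(E) / Benchmarks: high control of 10 µM Aha-Tn7 peptide / Measured by: fluorescence polarization of the labelled Tn7 tracer / Medium: Tris buffer with calcium and detergent, pH 7.8 / Timing: 10 min compound pre-incubation, 3 h probe incubation at room temperature / Repeats: one replicate per compound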
ADAM10 inh: ADAM10 inhibition, QFRET primary screen | hit rate 0.62% among 370,000 | inhibition, % at 7 µM | AID 720582 | recombinant ADAM10, EDANS/DABCYL FRET peptide cleavage, 3 h;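 active = inhibition above a per-campaign cutoff equal to the mean of compounds falling between control-based bounds plus 3 SD, cut at about 20% in these data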;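 also: 0% = DMSO wells while the 100% control is not disclosed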
Target sequence (O14672 214-748 limits assumed): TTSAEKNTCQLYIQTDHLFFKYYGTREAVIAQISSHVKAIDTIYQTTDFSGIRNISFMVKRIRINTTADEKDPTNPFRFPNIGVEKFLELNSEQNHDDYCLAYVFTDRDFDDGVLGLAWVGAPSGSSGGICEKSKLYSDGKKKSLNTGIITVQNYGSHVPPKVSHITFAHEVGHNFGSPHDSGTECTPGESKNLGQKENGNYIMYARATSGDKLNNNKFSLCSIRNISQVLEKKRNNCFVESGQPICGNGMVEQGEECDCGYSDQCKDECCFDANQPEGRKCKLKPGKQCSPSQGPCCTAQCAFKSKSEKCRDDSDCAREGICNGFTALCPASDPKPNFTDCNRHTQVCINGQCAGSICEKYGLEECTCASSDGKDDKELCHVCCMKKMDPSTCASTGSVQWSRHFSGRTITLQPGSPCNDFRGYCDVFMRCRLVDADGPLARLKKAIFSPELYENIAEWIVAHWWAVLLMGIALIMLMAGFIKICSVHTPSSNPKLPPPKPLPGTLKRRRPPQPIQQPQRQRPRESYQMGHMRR
LEDGF integ inh: blocks HIV-1 LEDGF/p75-dependent DNA integration. hit rate 0.64% among 370,000. TR-FRET IN-LEDGF/p75 DNA integration, Eu/Cy5. AID 743269. inhibition, % at 3.7 µM;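 active = inhibition above the screen-wide mean plus 3 SD, cut at about 13% in these data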;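 also: signal is the Cy5 over europium emission ratio at 671 and 618 nm; 0% = plate median of compound wells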
PLCg1 inh: inhibitors of human phospholipase C gamma1. hit rate 0.84% among 370,000. purified PLC-gamma1, fluorogenic substrate, fluorescence. inhibition, % at 12.2 µM; in the data active = inhibition above about 9.5%
Tn6 DDE FP: DD(E)-Tn6 binding inhibition, primary FP screen. Fibrin DD(E) TRITC-Tn6 fluorescence polarization displacement. hit rate 0.21% among 370,000. P02675. inhibition, % at 8.3 µM;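 active = inhibition above a per-campaign cutoff: mean of compounds within control limits plus 3 SD, cut at about 15% in these data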;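 also: 0% = median of all compound wells on the plate and 100% = blocking peptide control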
ADAM17 inh: inhibitors of human ADAM17; AID 720648; recombinant ADAM17, EDANS/DABCYL FRET peptide cleavage; P78536; inhibition, % at 6.95 µM; hit rate 0.83% among 370,000;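 active = inhibition above the mean of compounds lying between control limits plus 3 SD, set per campaign, cut at about 8.5% in these data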;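 also: 0% = DMSO-only wells as the low control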
KLK7 zymogen act: activators of human kallikrein-7 zymogen; purified proKLK7, EDANS-DABCYL substrate fluorescence; 100% is mature enzyme control, 0% vehicle; activation, % at 7 µM; hit rate 0.9% among 370,000; AID 652039;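 active = activation above the mean of all tested compounds plus 3 SD, computed per campaign excluding outliers beyond control limits, cut at about 13% in these data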
TDP2 absorb: blocks human TDP2 phosphodiesterase activity; inhibition, % at 12.8 µM; AID 720702; hit rate 0.34% among 370,000; recombinant TDP2, T5PNP hydrolysis, p-nitrophenol absorbance 415 nm;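 active = inhibition above the mean of all tested compounds plus 3 SD, set per campaign, cut at about 25% in these data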;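 also: 0% = DMSO with enzyme and 100% = buffer with substrate but no TDP2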
Target sequence (O95551 whole entry, looked up): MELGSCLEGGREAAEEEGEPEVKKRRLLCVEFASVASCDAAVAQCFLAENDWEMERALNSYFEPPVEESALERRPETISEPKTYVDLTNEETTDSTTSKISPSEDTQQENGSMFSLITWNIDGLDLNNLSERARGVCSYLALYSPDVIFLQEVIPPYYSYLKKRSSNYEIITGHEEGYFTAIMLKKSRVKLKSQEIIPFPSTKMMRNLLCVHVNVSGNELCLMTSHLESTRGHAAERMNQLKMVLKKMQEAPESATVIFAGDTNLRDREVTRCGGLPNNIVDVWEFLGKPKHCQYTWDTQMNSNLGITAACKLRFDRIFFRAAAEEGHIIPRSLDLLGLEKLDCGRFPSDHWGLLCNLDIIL
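Read-out basis: percent inhibition. System: recombinant human TDP2. Buffer or medium: Mg2+-containing Tris-HCl buffer, pH 7.5. Repeats: single replicate. Timing: reaction 2 h, 37 °C. Benchmarks: high control without enzyme, low control DMSO plus TDP2. Probe or stimulus: 5 mM T5PNP. Doses: 12.8 µM only. Measured by: epi absorbance of p-nitrophenol freed from T5PNP by hydrolysis.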
ARFGAP1 inhibitor: inhibitors of rat ARFGAP1 | Q62848 | hit rate 0.26% among 360,000 | AID 651572 | Arfgap1-stimulated ARF1 GTP hydrolysis, GDP FP detection | inhibition, % at 16.5 µM;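 active = inhibition above a per-plate limit, mean inhibition of low control wells plus 3 SD, cut at about 25% in these data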;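 also: 0% = DMSO wells with enzyme and 100% = wells lacking Arfgap1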
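System: truncated rat Arfgap1 GAP domain / Benchmarks: high control wells lacking Arfgap1, low control full reaction with DMSO / Times: compound-enzyme preincubation 20 min, reaction 120 min, detection 60 min, 25 °C / Repeats: one replicate per compound / Also added: human ARF1(Δ1-17)-GTP substrate / Measured by: Tracer-displacement fluorescence polarization with EDTA stop, 620/688 nm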
ASAP1 inh: ASAP1 ArfGAP inhibition | Q9ULH1 | ASAP1-stimulated ARF1 GTP hydrolysis, GDP FP detection | inhibition, % at 16.5 µM | hit rate 0.19% among 360,000 | AID 624377; in the data active = inhibition above about 25%;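 also: 0% = vehicle with enzyme and substrate and 100% = no enzyme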
Starred values were filed as active, the others as inactive; / = no result given.

compound	LEDGF integ inh	KLK7 zymogen act	Tn6 DDE FP	TDP2 absorb	ADAM10 inh	ARFGAP1 inhibitor	ADAM17 inh	DDE Tn7 FP inh	ASAP1 inh	PLCg1 inh
CCOC(=O)C1C2NC(=O)N(Cc3ccccc3)C1(C)Oc1c(OC)cccc12 (stereo not given)	-3	0.4	-7	5	4	7	-6	10	-7	0
Cc1cc(Cc2c(O)[nH]c(=S)[nH]c2=O)ccc1OC(C)C	4	0.8	-3	2	-1	-6	0	-8	3	0
NC(=O)Cn1cc(C=C2C(=O)NC(=O)NC2=O)c2ccccc21	-2	-0.4	8	17	0	-8	-5	5	-17	-1
COc1ccc(-n2nc(C(=O)NCC(=O)N3CCC4(CC3)OCCO4)c3ccccc3c2=O)cc1OC	-2	0.5	-5	2	-3	-14	-3	1	3	-12
COc1ccc(C(CC(=O)c2ccc3c(c2)OCO3)c2c(O)c3ccccc3oc2=O)cc1OC (stereo not given)	-4	0.2	4	3	-12	0	-3	3	1	-3
Cc1ccc(CN2Cc3ccc(Br)cc3-n3nncc3C2)cc1	2	0.5	8	0	0	-10	2	7	3	2
COc1cc2c(cc1OC)C13CCN4CC5CCOC6CC(=O)N2C1C6C5CC43 (stereo not given)	0	0.0	0	2	-8	-5	-1	10	-1	0
C[C@]12CC[C@H](O)C[C@@H]1CC[C@@H]1[C@@H]2CC[C@]2(C)C(=O)CC[C@@H]12	3	0.2	4	-1	4	7	-3	0	0	-1
CC1CCC(C(C)C)C(OC(=O)COC(=O)c2ccccc2N)C1 (stereo not given)	1	-3.4	-2	-3	-151	1	-57	1	9	-61
Cc1c(NP(=O)(C(C)(C)C)C(C)(C)C)c(=O)n(-c2ccccc2)n1C	1	-0.2	1	4	-5	-3	-2	-5	3	-1
CCOC(=O)[C@]12Cc3cc(OC)ccc3[C@H]1N(Cc1ccccc1)C(=O)c1ccccc12	0	-0.1	2	-4	3	-2	-1	4	1	2
C=CC1CN2CCC1CC2[C@@H](OC(=O)c1ccc(OC)cc1)c1ccnc2ccccc12 (stereo not given in full)	1	0.6	-3	5	8	1	1	3	9	3
COc1cc2c3cc1Oc1cc(ccc1O)C[C@@H]1c4c(cc(OC)c(O)c4Oc4cccc(c4)C[C@@H]3N(C)CC2)CC[N+]1(C)C	3	0.4	6	0	-2	18	-4	-9	-5	-1
CCC(=O)OC1(c2cccc(C)c2)CC(C)N(C)CC1C (stereo not given)	1	0.4	-6	1	-2	8	-5	9	-7	2
N/C(=N\[N+](=O)[O-])N1CCN(C(=O)c2ccccc2)CC1	-1	-0.6	-6	-7	4	5	-1	-8	4	2
CC(C)c1ccc(-n2c(O)c(C=NC(CCS(C)=O)C(=O)O)c(=O)[nH]c2=S)cc1 (stereo not given)	4	-0.7	3	-23	14	-4	9.2*	-6	0	8
CCN1CCN(c2nc3c(c(=O)[nH]2)CCCC3)CC1	-1	0.1	-4	-1	-7	-6	-2	6	-17	1
COc1ccc(N2C(=O)CC(N3CC=C(c4ccccc4)CC3)C2=O)cc1 (stereo not given)	0	0.0	-6	-4	4	9	0	0	5	-9
COc1ccc2c(c1OC)C(=O)O[C@H]2[C@@H]1c2cc3c(cc2CCN1C)OCO3	-1	-0.3	4	-5	-53	7	-18	3	-4	-55
COC1=C(C)C(=O)C2=C(C1=O)C(CO)N1C(C#N)C3CC4C(C1C2N1CCOC41)N3C (stereo not given)	-2	-24	5	4	-47	7	-8	2	-5	-83
CCOC(=O)c1cccc(C2=C(CNC(=O)c3cccnc3)[C@H]3CC[C@@H](C2)N3Cc2ccccc2)c1	-5	-0.5	0	0	-12	-17	-3	0	4	0
CCC12CCN(CC3(O)CC3)C(Cc3ccc(O)cc31)C2(C)C (stereo not given)	2	-0.3	7	2	-5	-2	2	-4	0	2
Cc1cc(OC(C)C(=O)NCC2CCC(C(=O)O)CC2)c2c3c(c(=O)oc2c1)CCC3 (stereo not given)	-2	1.7	1	2	-116	5	-36	-3	-14	-32
CC(C)c1ccccc1OCC(=O)N1CCCN(C)CC1	2	-0.1	1	-11	-1	-4	2	4	1	4
COc1cc(C=C2C(=O)NC(=O)NC2=O)ccc1OS(=O)(=O)c1ccccc1[N+](=O)[O-]	0	-0.3	0	14	1	-1	0	2	1	0
COc1ccc(C(C)=O)cc1Cc1c(O)[nH]c(=S)[nH]c1=O	6	-0.1	3	-12	-2	12	1	4	-11	2
CC12CCC3C(CCCC4CC(=O)CCC43C)C1CCC2O (stereo not given)	-1	-0.3	-6	8	-6	-3	-3	-2	-14	1
Cc1ccccc1NC1=NCC(C)S1 (stereo not given)	-4	0.3	0	-1	5	-2	-4	-2	-7	2
COc1ccc(/C=C2\C(=O)NC(=S)N(C)C2=O)cc1C	-6	0.7	1	-2	0	-17	-3	6	-7	-2
C=C1N2CCC(CC2)C1(O)c1ccccc1C (stereo not given)	-4	0.9	5	-1	-3	-7	-4	3	1	2

Some of these compounds in order of length of the SMILES, smallest number first:
compound	LEDGF integ inh	KLK7 zymogen act	Tn6 DDE FP	TDP2 absorb	ADAM10 inh	ARFGAP1 inhibitor	ADAM17 inh	DDE Tn7 FP inh	ASAP1 inh	PLCg1 inh
CC12CCC3C(CCCC4CC(=O)CCC43C)C1CCC2O (stereo not given)	-1	-0.3	-6	8	-6	-3	-3	-2	-14	1
COc1ccc(/C=C2\C(=O)NC(=S)N(C)C2=O)cc1C	-6	0.7	1	-2	0	-17	-3	6	-7	-2
CCC12CCN(CC3(O)CC3)C(Cc3ccc(O)cc31)C2(C)C (stereo not given)	2	-0.3	7	2	-5	-2	2	-4	0	2

Continuation:
compound	LEDGF integ inh	KLK7 zymogen act	Tn6 DDE FP	TDP2 absorb	ADAM10 inh	ARFGAP1 inhibitor	ADAM17 inh	DDE Tn7 FP inh	ASAP1 inh	PLCg1 inh
Oc1ccc2c3c1OC1c4oc5ccccc5c4C[C@@]4(O)[C@@H](C2)N(CC2CC2)CC[C@]314 (stereo not given in full)	0	-0.1	-6	-2	-10	10	-2	11	5	0
CCc1c(C)nc(N)nc1N1N=C1SC	3	-1.0	-6	-6	-5	1	-1	-5	-7	1
Cc1c(N=Cc2c(O)n(CCc3ccc(F)cc3)c(=O)[nH]c2=O)c(=O)n(-c2ccccc2)n1C	3	-0.5	3	8	4	9	1	-3	1	0
c1ccc(NC2=NCCCS2)cc1	5	0.3	6	0	-1	-3	-1	-2	0	0
CN(C)CCn1cnc2ccccc21	0	-0.3	2	13	3	-6	2	-1	8	5
Cc1ccc(Cn2cc(C=O)c3ccccc32)cc1	2	0.0	1	7	-2	-4	0	8	0	-4
Cc1ccc2c(c1)C1CN(C)CCC1N2C(=O)COc1ccc(S(=O)(=O)N2CCOCC2)cc1 (stereo not given)	0	0.0	-1	17	2	-18	-2	6	1	0
COc1ccc(C(c2nnnn2-c2ccc(OC)cc2)N2CCC(n3c(=O)[nH]c4ccccc43)CC2)cc1 (stereo not given)	1	0.0	4	4	15	1	5	7	9	4
CCOP(=O)(OCC)C(NC(=O)c1ccccc1)C(Cl)(Cl)Cl (stereo not given)	-2	-0.1	-3	4	-6	12	-1	-6	-5	0
Cn1ccnc1P(=S)(c1nccn1C)N1CCOCC1	-1	-0.4	-1	2	3	7	-5	-2	4	0
O=C1NC(=O)C(Cc2ccccc2)(Cc2ccccc2)C(=O)N1	-1	0.2	6	5	-8	-6	-4	-5	-1	2
Cc1ccccc1-n1c(CNc2ccccc2)nc2ccccc2c1=O	0	0.1	-2	-5	-3	9	-2	9	7	-3
CC12CN3CCN(CC(C3)C1O)C2 (stereo not given)	-1	0.1	-5	-10	6	-1	0	2	-2	3
O=c1c2ccccc2nc(Cc2cccc([N+](=O)[O-])c2)n1-c1ccc(O)cc1	1	0.5	3	0	-1	-4	1	2	4	1
Cc1ccc(-n2c(=S)[nH]c3ccc(C)cc3c2=O)cc1	0	-0.5	0	-11	4	5	1	0	7	-17
O/N=C1\CCC2CN(C3CCCCC3)CC2C1 (stereo not given)	0	0.5	-5	2	1	-11	-2	6	-7	2
O=c1[nH]c(=O)n(-c2ccccc2)c(O)c1/C=C/C=Nc1ccccc1	1	-1.0	-1	-4	-5	13	-1	-28	1	3
CCn1c(=O)cc(OCC(=O)N2CCN(Cc3ccc4c(c3)OCO4)CC2)c2ccccc21	4	0.0	6	-3	-5	18	-4	5	-3	-2
Cc1ccccc1CCC[C@H](CC1CCCCC1)CN(C)C(=O)Oc1ccccc1	-1	-0.1	4	15	-3	/	-6	5	/	0
C[N+]1(C)CCC(OC(=O)C(c2ccccc2)c2ccccc2)CC1	1	0.2	6	5	0	6	-3	-6	2	3
CCCN(CCC)C1CCc2ccc(O)cc2C1 (stereo not given)	1	0.2	-2	7	4	6	-3	-4	12	2
COc1ccc2c(CCN)c[nH]c2c1	-3	0.8	-2	10	-4	3	-6	-2	-1	-8

Screens (PubChem)

Only part of the results is shown; rates above refer to the full screens.
